# Screening data (PubChem BioAssay)
# TAG inh = inhibitors of triacylglycerol accumulation, primary screen, cell-based, uHTS, fluorescence, H9c2; inhibition, % at 12.5 µM; H9c2 cells, Nile Red lipid (TAG) fluorescence; cells loaded with 200 µM oleic acid; actives 0.66% (n = 230,000); AID 651582, 2012;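 active = pattern-corrected inhibition of lipid staining of at least 50% with the nuclear-stain viability signal not falling by more than 50%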;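 note: 0% = DMSO wells and 100% = triacsin C control wells; some results filed as inactive read as strong as hits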
# TAG inh DAPI viability = second read-out of TAG inh, no call of its own (marks repeat the call); DAPI nuclei signal change (viability), lower = more cytotoxic, %;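 whole-well DAPI fluorescence read on a plate reader as a viability signal; minus 50 percent equals half of cells still viable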
# * hit, by the source's call; & = joins results of further samples.
SMILES,TAG inh,TAG inh DAPI viability
O=C(COC(=O)CCS(=O)(=O)c1ccc(Cl)cc1)NCCc1ccc(Cl)cc1Cl,-2,3
O=C(Nc1ccc2c(c1)OCO2)C1CCCCN1S(=O)(=O)c1ccc(F)cc1 (stereo unspecified),-16,10
CO/N=C(\CCC(=O)O)c1cccs1,-17,14
CN(C)C(=O)CCc1ccc2c3c([nH]c2c1)[C@]1(C)[C@@H](C(=O)N2CCCCC2)C[C@H](CC(=O)NC(C)(C)C)C(=O)N1CC3,-1,9
Fc1ccc(C2CCCN2Cc2nc(CC3CC3)no2)cc1 (stereo unspecified),2,0
Cc1c(C(=O)Nc2ccccc2F)cnn1-c1ccccc1,-16,19
O=C(C1CC(=O)N(c2ccccc2)C1)N1CCN(c2ccc(F)cc2)CC1 (stereo unspecified),-11,-2
Cc1cc(C(=O)NCCC(C)C)c2ccccc2n1,-1,1
Cc1ccc(NC(=O)CCCN2C(=O)C(c3ccccc3)Oc3cccnc32)c(C)c1 (stereo unspecified),8,-8
Cc1cccc(C)c1-n1c(SCC(=O)N2CC(=O)Nc3ccccc32)nc2ccccc2c1=O,-12,-2
COc1ccccc1CCC(=O)N1CCN(S(=O)(=O)c2cc(C(F)(F)F)ccc2Cl)CC1,8,1
CCOC(=O)COc1c(Cl)cc(/C=C2\N=C(C)OC2=O)cc1OC,-2,-5
COc1ccc(C2C(C(=O)NCCCN3CCOCC3)c3ccccc3C(=O)N2c2ccc(OC)cc2)cc1 (stereo unspecified),10,3
CC(=O)c1ccccc1C(=O)N1CCC(CCC(=O)NCc2ccc(F)cc2)CC1,-15,-1
COCCNC(=O)C1CCCN(C(=O)c2cncc(Br)c2)CC1 (stereo unspecified),10,-18
CCN(CC)S(=O)(=O)c1ccc2c(c1)C(=NO)c1cc(S(=O)(=O)N(CC)CC)ccc1-2,53*,-9.5*
Cc1onc(-c2ccccc2)c1CNC(=O)Nc1ccccc1,-14,1
C=CCO/N=C(/CCC)C1=C(N)CC(C)(C)CC1=O,-3,4
N#C/C(=C/c1ccc(F)cc1)c1nnc(NC(=O)c2ccccc2)s1,-5,7
COC(=O)[C@]1(Cc2ccccc2)N[C@H](CN(C)S(=O)(=O)c2ccc(OC(F)(F)F)cc2)[C@@H]2C(=O)N(Cc3ccccc3)C(=O)[C@@H]21,12,-12
O=C(/C=C/c1ccccc1Cl)N(Cc1cccs1)C1CCS(=O)(=O)C1 (stereo unspecified),11,-3
CCCNC(=O)CC(NS(=O)(=O)c1ccc(OC)cc1)c1ccco1 (stereo unspecified),-9,9
Cc1ccc(C(=O)OCC(=O)N2CCCc3ccccc32)cc1C,10,-4
CCOC(=O)C1=NN(c2ccccc2)C2(S1)SC(C(C)=O)=C(C)N2c1ccccc1 (stereo unspecified),-8,-6
Cc1cccnc1NC(=O)CNC(=O)COc1ccccc1,-7,7
Cc1nn(-c2c(Cl)cc(Cl)cc2Cl)c(=O)c2ccccc12,-23,8
COc1cccc(C2=NOC(C(=O)Nc3cc(C)on3)C2)c1 (stereo unspecified),5,-4
CCOC(=O)c1c(NC(=O)/C=C/c2ccc3c(c2)OCO3)sc(C)c1CC,4,-6
CCOC(=O)c1cnc2cc(-c3ccc(C)cc3)nn2c1C,-4,29
COc1ccc(-c2ccc3nnc(SCC(=O)N4CCCC4)n3n2)cc1,11,11
Cc1c(Br)c([N+](=O)[O-])nn1CC(=O)N1CCN(Cc2ccccc2)CC1,6,-10
O=C1CCC(C(=O)N2CCC(O)(c3ccccc3)CC2)CN1CCc1ccccc1 (stereo unspecified),3,-1
COc1ccc(CSc2nnc(N)s2)cc1F,-27,-6
COc1ccc(C(=O)NC2CC3CCCC(C2)N3Cc2ccccc2)cc1 (stereo unspecified),6,4
Cc1nn(Cc2ccccc2)c(N)c1-c1ccccc1,11,-4
COc1cc2nc(N(CCCN(C)C)C(=O)c3ccc(S(=O)(=O)N4CCc5ccccc5C4)cc3)sc2cc1OC,7,3
O=C(NCN1C(=O)C2C3C=CC(C3)C2C1=O)Nc1nccs1 (stereo unspecified),1,3
COc1ccc(CCNC(=O)CN(c2cc([N+](=O)[O-])ccc2OC)S(C)(=O)=O)cc1,-5,0
CC(C)(C)NC(=O)NCc1ccco1,5,-6
CC(C)CC(NC(=O)C1CCC(C)CC1)C(=O)NCc1cccnc1 (stereo unspecified),-7,-5
COc1ccc(C(=O)NCCS(=O)(=O)NCc2cccs2)cc1,-2,-11
COCCNC(=O)c1onc(CSc2cc(C)cc(C)c2)c1C(=O)NCCOC,-3,-1
COc1cccc2[nH]c3c(=O)n(CCCN4CCOCC4)cnc3c12,-10,22
Cn1nc(C(F)(F)F)c(/C=N/OC(=O)c2ccccc2)c1Cl,7,-10
COCCCNC(=O)c1ccc(Cn2c(=O)c3ccccc3n(Cc3ccccc3C#N)c2=O)cc1,32,-6
CN(Cc1cccs1)C(=O)CCc1c[nH]c2ccccc12,-19,3
C=CCC[C@@H](Cc1ccc(F)cc1)C(=O)OC[C@@H](NC(=O)[C@@H](CC=C)CC(=O)N[C@H](CO)Cc1ccccc1)C(C)(C)C,62*,-22*
CNS(=O)(=O)c1cccc(C(=O)OCC(=O)N2CCN(C(=O)c3ccco3)CC2)c1,-12,-6
O=C(c1ccc(Br)cc1)N1CCN(S(=O)(=O)c2ccccc2)CC1,0,-8
N#Cc1nc(-c2ccc(OCc3ccccc3)cc2)oc1N1CCC(C(N)=O)CC1,0,13
COc1ccc(Cc2nnc(NC(=O)Nc3ccccc3F)s2)cc1OC,5,5
Cc1cccc(S(=O)(=O)N2CCn3cccc3C2C)c1 (stereo unspecified),-18,0
CCN(CC)CCN=c1c(C)nc(C#N)c(N)n1O,1,6
O=C(Cc1ccccc1)Nc1ccc(NC(=O)C2CCCCC2)nc1,6,-3
CC(=O)Nc1ccc(C(=O)OCC(=O)Nc2ccccc2F)cc1,0,-5
COc1ccc(-c2nnc(SCc3ccccc3F)o2)cc1,-33,-1
COc1ccc(/C=N\NC(=O)C2C(=O)NCC2c2ccccc2)cc1O (stereo unspecified),-21,1
O=C(Nc1ccccc1C(F)(F)F)N1CCN(c2ccccn2)CC1,-4,-14
Cc1cc(C)n(-c2cccc(Cl)c2C#N)n1,-2,6
CCOC(=O)/C(=C\c1ccccc1)C(=O)CCN1CCOCC1,12,-3

# More records follow:
SMILES,TAG inh,TAG inh DAPI viability
Cc1ccc(C(=O)Nc2cccc(C(F)(F)F)c2)cc1Nc1cncnc1,11&18,6&-3
COCC(=O)N1CCC(c2nc3ccccc3[nH]2)CC1,-6,6
CC(CNC(=O)c1ccccc1Cl)NC(=O)c1ccccc1Cl (stereo unspecified),-2,3
CCCn1cc(SCC(=O)NCC2CCCO2)c2ccccc21 (stereo unspecified),-68,6
O=C(Nc1ccccc1N1CCOCC1)c1cc(=O)[nH]c2ccccc12,6,-8
COc1cc(C(=O)Nc2ccc3c(c2)N(C(=O)CN2CCN(C)CC2)c2ccccc2CC3)cc(OC)c1OC,36,-2
COc1cccc(C2c3[nH]c4ccccc4c3CCN2Cc2ncc[nH]2)c1 (stereo unspecified),21,3
O=C(NCc1ccccn1)Nc1cccc(F)c1,-6,-4
COc1ccc(/C(=C/Nc2cccc(Br)c2)C(C)=O)cc1OC,7,-2
CCOC(=O)c1c(C)[nH]c(NC(=O)NNC(=O)c2ccccc2Cl)c1C,0,-1
CC(C)c1cc(C(=O)OCC(=O)NC2CC2)c(O)c(C(C)C)c1,0,-2
Cn1c(C(O)c2ccc(Br)cc2)nc(Cl)c1Cl (stereo unspecified),-2,-17
O=C1c2ccccc2NC(c2cccs2)N1NS(=O)(=O)c1ccccc1 (stereo unspecified),2,1
Cc1ccc(S(=O)(=O)NCCC(=O)OCC(=O)Nc2ccccc2Cl)cc1,16,-7
Cc1cccc2c(C(=O)O)c3cccc(C)c3nc12,-4,6
Cc1cccc(C(=O)Oc2ccccc2C2C[C@]3(C)CC(=O)NC3N2C(=O)c2cccc(C)c2)c1 (stereo partly specified),-18,5
CC1(c2ccc(OC(F)F)cc2)NC(=O)N(CC(=O)N2c3ccccc3NC(=O)C2(C)C)C1=O (stereo unspecified),-50,3
Cn1c(=O)oc2cc(S(=O)(=O)NC(Cc3ccccc3)C(=O)N3CCCCC3)ccc21 (stereo unspecified),-4,1
COc1ccccc1N1CCN(CC(=O)Nc2ccc3c(c2)OCCO3)CC1,9,3
O=C(CSc1nncs1)Nc1ccc2[nH]c(=O)[nH]c2c1,-5,-1
COC(=O)c1cc2c(ccc3ccccc32)oc1=O,13,-4
CCC(C)[C@H](N)c1cn([C@@H](CCCCN)C(=O)N2CCNCC2)nn1 (stereo partly specified),-3,1
Cc1c(/C(O)=C2\C(=O)C(=O)N(CCCN(C)C)C2c2cccs2)cnn1-c1ccccc1 (stereo unspecified),4,7
CCCCc1cc(=O)oc2cc(C)cc(OC(C)C(=O)O)c12 (stereo unspecified),2,10
CSc1ncccc1C(=O)Nc1ccc(C)cn1,-6,-1
CCOc1ccc(S(=O)(=O)Nc2ccc(C(=O)NN)cc2)cc1,0,1
Cc1ccc(Cl)c(NC(=O)CN2C(=O)C(C)N(c3ccc(F)cc3)C2=O)c1Cl (stereo unspecified),22,-2
COc1ccc(CNC(=O)CN(C)S(=O)(=O)c2ccc(Cl)cc2)cc1,6,-13
COc1ccc(/C=C\C(=O)NCc2ccc3[nH]c(C)cc3c2)cc1OC,40,-2
CCOc1ccc(CC(=O)NCCS(=O)(=O)N2CCN(c3ccccc3)CC2)cc1,5,-5

# 4 structures already listed, ordered by length of the SMILES, falling:
SMILES,TAG inh,TAG inh DAPI viability
Cn1c(=O)oc2cc(S(=O)(=O)NC(Cc3ccccc3)C(=O)N3CCCCC3)ccc21 (stereo unspecified),-4,1
COc1ccc(/C=C\C(=O)NCc2ccc3[nH]c(C)cc3c2)cc1OC,40,-2
CCOc1ccc(S(=O)(=O)Nc2ccc(C(=O)NN)cc2)cc1,0,1
CSc1ncccc1C(=O)Nc1ccc(C)cn1,-6,-1

# Returning to the listing, starting 5 compounds before the break.
SMILES,TAG inh,TAG inh DAPI viability
CCOc1ccc(S(=O)(=O)Nc2ccc(C(=O)NN)cc2)cc1,0,1
Cc1ccc(Cl)c(NC(=O)CN2C(=O)C(C)N(c3ccc(F)cc3)C2=O)c1Cl (stereo unspecified),22,-2
COc1ccc(CNC(=O)CN(C)S(=O)(=O)c2ccc(Cl)cc2)cc1,6,-13
COc1ccc(/C=C\C(=O)NCc2ccc3[nH]c(C)cc3c2)cc1OC,40,-2
CCOc1ccc(CC(=O)NCCS(=O)(=O)N2CCN(c3ccccc3)CC2)cc1,5,-5
CCOC(=O)c1sc(NC(=O)c2ccc(Cl)s2)cc1C,3,22
COc1ccccc1N(CC(=O)NCCSc1ccc(Cl)cc1)S(C)(=O)=O,6,3
Cc1ccc(C(=O)OCC(=O)NCc2ccc(F)cc2)o1,-23,-2
CCOC(=O)C1(C(=O)OCC)CCN(S(=O)(=O)c2ccccc2)CC1,-9,5
CCOc1ccccc1CN1CCNC(=O)C1CC(=O)NCCC1=CCCCC1 (stereo unspecified),-6,-2
CCOC(=O)N1CCN(c2ccc(S(=O)(=O)N(Cc3ccccc3)Cc3ccccc3)cn2)CC1,-26,11
O=C(CSc1nnc(NC(=O)c2ccco2)s1)Nc1ccc2c(c1)OCCO2,-7,3
COc1ccc(-c2cc(C(=O)Nc3cc(OC)c(OC)c(OC)c3)[nH]n2)c(C)c1,15,-14
COc1ccc(-c2nn(-c3ccccc3)cc2CNCc2cccnc2)c(F)c1,4,6
O=C(NCCc1ccc(F)cc1)c1n[nH]c2ccccc12,-21,-9
COc1ccc(-c2cn3cc(C)ccc3n2)cc1OC,10,3
Cc1ccc(NC(=O)NC(=O)c2ccccc2)cc1F,-5,4
Nc1nc(SCC(=O)Nc2ccc(OCc3ccccc3)cc2)n[nH]1,1,2
C[C@H]1CN([C@@H](C)CO)S(=O)(=O)c2ccc(Br)cc2O[C@H]1CN(C)Cc1ccccc1,2,-12
CC(C)Oc1ccc(S(=O)(=O)N2CCCCC2)cc1NC(=O)CN1C(=O)NC2(CCCC2)C1=O,1,-7

# Molecules from the list above that contain a tert-butyl group:
SMILES,TAG inh,TAG inh DAPI viability
CN(C)C(=O)CCc1ccc2c3c([nH]c2c1)[C@]1(C)[C@@H](C(=O)N2CCCCC2)C[C@H](CC(=O)NC(C)(C)C)C(=O)N1CC3,-1,9
CC(C)(C)NC(=O)NCc1ccco1,5,-6
C=CCC[C@@H](Cc1ccc(F)cc1)C(=O)OC[C@@H](NC(=O)[C@@H](CC=C)CC(=O)N[C@H](CO)Cc1ccccc1)C(C)(C)C,62*,-22*

# (continued)
SMILES,TAG inh,TAG inh DAPI viability
CN(C)c1nc(C#N)nc(N2CCOCC2)n1,-8,-2
CCC1(C2=CCCCC2)C(=O)NC(=O)N=C1N (stereo unspecified),11,-9
CN(Cc1ccccc1)C(=O)CCS(=O)(=O)c1cc2c(cc1Cl)NC(=O)CO2,3,-9
CCN(CC)C(=O)C1=C(C)N(Cc2ccc(C(C)(C)C)cc2)C(=O)C(CC(=O)NCCN2CCOCC2)C1 (stereo unspecified),5,6
Cc1ccc(-c2csc(N3CCN(CCCn4c(C(F)(F)F)nc5ccccc54)CC3)n2)cc1,-34,3
COc1cccc(Oc2ccc(C(F)(F)F)cc2NC(=O)CCc2nc3ccccc3c(=O)[nH]2)c1,-7,-1
CCOc1ncnc2c1[nH]c1ccccc12,-12,6
COc1ccccc1-c1ccc2c(c1)C(C)(Cc1ccccc1C#N)C(=O)N2 (stereo unspecified),-14,3
CCOC(=O)C1C2C=CC3(CN(c4cccc(Cl)c4)C(=O)C13)O2 (stereo unspecified),21,-19
Cc1cc(=O)oc2ccc(OCC(=O)N(Cc3ccc(F)cc3)Cc3ccco3)cc12,-17,14
O=C(NCc1ccc(-c2csnn2)cc1)c1cccs1,3,-7
Cc1cc(C)nc(SCC(=O)Nc2ccc(S(=O)(=O)Nc3ncccn3)cc2)n1,17,-14
Cc1cccc(NC(=O)CN2CCC(NC(=O)C3CCCCC3)CC2)c1C,15,3

# Two entries from above, reformatted:
SMILES	TAG inh	TAG inh DAPI viability
Cc1cc(C)nc(SCC(=O)Nc2ccc(S(=O)(=O)Nc3ncccn3)cc2)n1	17	-14
Cc1cccc(NC(=O)CN2CCC(NC(=O)C3CCCCC3)CC2)c1C	15	3

# Only part of the results is shown; count on the stated rates, not on these rows.
